# Mdm2-MdmX inh: inhibitors of human Mdm2/MdmX interaction; hit rate 3% among 330,000; O15151+Q00987; AID 485346; SaOS-2 split-luciferase Mdm2/MdmX complementation, luminescence; inhibition, % at 8 µM;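 active = inhibition of at least 50% at 8 µM in the primary screen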
# APJ antag: blocks the human apelin receptor APJ | P35414 | CHO-K1 APJ beta-arrestin complementation, luminescence | inhibition, % at 20 µM | hit rate 0.32% among 330,000;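 active = inhibition above about 40% at 20 µM, limit read from the data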;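 note: cells challenged with 10 nM apelin-13 agonist together with compound; plate controls were apelin-13 plus DMSO wells for no effect and DMSO wells lacking apelin-13 for full effect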
# Target sequence (P35414 whole entry, looked up): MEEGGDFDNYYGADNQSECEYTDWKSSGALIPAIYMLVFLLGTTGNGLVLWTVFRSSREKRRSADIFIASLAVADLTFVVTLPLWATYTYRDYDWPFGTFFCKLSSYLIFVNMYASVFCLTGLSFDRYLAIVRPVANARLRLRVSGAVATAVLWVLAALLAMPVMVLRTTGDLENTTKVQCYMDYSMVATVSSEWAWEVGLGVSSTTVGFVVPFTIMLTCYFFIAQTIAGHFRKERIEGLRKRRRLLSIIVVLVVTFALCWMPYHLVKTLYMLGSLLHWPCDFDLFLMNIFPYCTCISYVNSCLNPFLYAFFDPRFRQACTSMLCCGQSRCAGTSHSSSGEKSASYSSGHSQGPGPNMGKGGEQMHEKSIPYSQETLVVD
# tim23-1 inh: tim23-1 yeast growth inhibition; S. cerevisiae tim23-1 growth, BacTiter-Glo luminescence, 24 h; inhibition, % at 20 µM; hit rate 1.3% among 330,000;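 active = growth inhibition of the mutant yeast at or above 50%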;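 note: temperature-sensitive mutant grown at 25 °C; plate controls were DMSO-treated mutant yeast for no effect and medium wells lacking yeast for full effect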
# XBP1 UPR activ: adaptive UPR (XBP1) activation; CHO-XBP1 luciferase reporter, IRE1-XBP1 UPR activation, luminescence; percent of tunicamycin response, DMSO as zero; activation, % at 20 µM; hit rate 0.33% among 330,000; AID 463104;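 active = versus positive control, 20 µM dose yields 30% or more activation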;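 note: 100% = tunicamycin at 10 µg/mL and 0% = DMSO only wells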
#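 Material: CHO-XBP1 cells stably carrying IRE1-XBP1-driven luciferase reporter | Medium: F12 with 10% serum | Compound dosing: 20 µM single concentration, DMSO 1% | Incubation: Overnight seeding at 37 °C, 6 h compound treatment at 37 °C | Detection: Steady-Glo luminescence read | Read-out basis: % activation of reporter signal versus tunicamycin and DMSO controls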
# UPR CHOP act: apoptotic UPR (CHOP) activation; CHO-CHOP luciferase reporter, luminescence; percent of tunicamycin response over DMSO baseline; AID 449763; activation, % at 10 µM; hit rate 0.34% among 330,000;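 active = at 10 µM dose, activation of 40% or more, normalized to positive control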;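 note: 100% = tunicamycin at 10 µg/mL and 0% = DMSO alone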
#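 Evaluation: % reporter activation, DMSO baseline versus tunicamycin full activation; System: CHO-CHOP luciferase reporter cell line; Input: 500 cells/well; Incubation: 6 h compound treatment, 37 °C; Measured by: Steady-Glo luciferase luminescence; Dosing: one dose, 10 µM in 0.5% DMSO; Buffer or medium: F12 medium, 10% FBS; Benchmarks: positive tunicamycin 10 µg/mL, negative DMSO alone.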
# APJ ag: agonists of human APJ apelin receptor; hit rate 0.11% among 330,000; P35414; activation, % at 20 µM; AID 2520; CHO-K1 APJ PathHunter beta-arrestin, luminescence; 0% DMSO wells, 100% apelin;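 active = activation more than six SD over the plate average, tested at 20 µM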;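 note: 0% = DMSO alone and 100% = apelin-13 at 10 nM; some results filed as inactive read as strong as hits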
#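 Material: engineered CHO-K1 APJ arrestin reporter cells; amount: 1000 CHO-K1 reporter cells seeded per well; incubation: compound stimulation 90 min at 25 °C, detection 60 min; signal: luminescent beta-gal fragment complementation, chemiluminescent substrate; read-out basis: APJ agonist activity; controls: DMSO-only wells as negative, 10 nM Apelin-13 as positive control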
# Jurkat NFkB inh: inhibitors of the PMA/ionomycin-induced NF-kB reporter in Jurkat cells; hit rate 0.53% among 330,000; inhibition, % at 4 µM; PMA/ionomycin-induced NF-kB luciferase reporter, luminescence; in the data active = inhibition above about 50%
# 697 NFkB inh: lowers PMA/ionomycin-induced NF-kB signal in 697 B cells. 697 B-cell NF-kB luciferase reporter, 16 h. inhibition, % at 4 µM. hit rate 0.33% among 330,000. AID 435022; in the data active = inhibition above about 35%
# Active calls of the source: *; . = not tested or not shown.
SMILES,Mdm2-MdmX inh,APJ antag,tim23-1 inh,XBP1 UPR activ,UPR CHOP act,APJ ag,Jurkat NFkB inh,697 NFkB inh
COc1ccc(CCn2c(-c3ccc(Cl)cc3)n[nH]c2=S)cc1OC,16.6,-6.0,21.4,1.9,0.6,-2.7,13.6,10.0
O=C(C1CCCC1)N1CCN=C1SCc1cccc([N+](=O)[O-])c1,22.2,4.3,6.7,0.0,-0.1,-3.6,2.7,8.4
Cn1c(SCc2ccccc2Cl)nc2c1c(=O)[nH]c(=O)n2C,39.1,11.6,2.2,2.1,3.6,-1.8,9.8,-6.3
O=C(c1ccc(N2CCCC2=O)cc1)N1CCN(c2ccccc2Cl)CC1,-16.6,1.0,28.4,-1.5,-0.4,-4.3,5.3,2.3
O=C(NNC(=O)c1cc2ccccc2[nH]1)OCc1ccccc1,-11.4,-12.6,9.2,-1.6,0.5,0.7,2.1,1.2
CC(C)Cn1c(-c2csc3ccccc23)n[nH]c1=S,20.1,-1.8,35.0,-1.7,-0.4,-4.3,-2.7,6.7
CC(=O)O/N=C(/c1nonc1N)N(C)C,-4.0,-3.6,9.8,-0.3,-2.4,1.4,-17.6,13.9
O=C(COC(=O)CN1C(=O)C(=O)c2ccccc21)OCN1C(=O)c2ccccc2C1=O,8.3,-4.8,6.9,1.5,-0.2,-2.1,11.9,14.2
C=CCn1c(SCC(=O)c2cccs2)nnc1-c1cccc(OC)c1,-6.3,16.2,39.2,-2.0,1.6,-1.5,-5.5,-25.1
Cc1cc(C)c(S(=O)(=O)NCC(=O)NCc2cc(=O)n(C)c(=O)n2C)c(C)c1,5.1,7.6,-8.4,-2.3,0.6,-2.6,2.3,-18.5
O=C(O)C1(c2ccccc2)CCN(S(=O)(=O)c2ccccc2)CC1,-0.1,-4.5,14.7,-2.4,1.7,4.9,-6.9,7.8
COCCN1Cc2cccc(C(=O)NCc3cccnc3)c2C1=O,30.4,-2.9,4.1,-0.6,-0.5,-6.2,-1.6,7.9
COC(=O)c1ccc(NC(=O)c2cccc(OC)c2)cc1,-6.8,8.0,23.4,3.2,4.7,0.1,-48.8,-40.4
CN(C(=O)C1CCCCC1)C1(C)CCS(=O)(=O)C1 (stereo not drawn),15.0,6.4,2.0,1.1,0.6,-1.4,-9.5,14.9
CC(C)(O)C#Cc1ccc(CN2CCC(n3nccc3NC(=O)C3CC3)CC2)cc1,0.4,5.9,-12.6,-7.4,1.6,4.2,4.6,-9.1
Cc1ccc(C)c(NC(=O)CSc2nc3c(oc4ccccc43)c(=O)n2-c2ccccc2)c1,27.8,18.8,24.5,0.9,0.5,-5.6,20.3,23.8
Fc1cccc(CN2CCN3CCCC3C2C2CCCCC2)c1 (stereo not drawn),13.6,-5.8,1.5,-2.4,0.1,-1.2,-9.6,-18.5
CC(=O)N(C(C)=O)c1c(C#N)c(C)n(-c2ccccc2)c1C(=O)c1ccccc1,27.6,-8.8,37.4,-3.0,0.5,-0.1,23.7,-0.8
COc1ccc(CN2CC(=O)N(c3ccc(Cl)cc3)C2=S)cc1OC,4.7,-7.1,17.8,-4.3,0.4,0.0,5.8,-22.9
Cc1ccc(/C([O-])=C(/C(=S)NCc2ccccc2)[n+]2ccccc2)cc1[N+](=O)[O-],0.1,22.7,-8.1,-2.3,2.2,-2.3,10.5,2.0
Cc1cc(C(=O)NCc2ccco2)sc1C,-6.4,11.0,2.9,2.6,1.5,-3.7,-8.6,-2.0
O=C(C1CCCCN1S(=O)(=O)c1ccccc1)N1CCCCC1 (stereo not drawn),-10.2,17.2,16.6,-0.3,-0.2,-2.5,1.5,8.9
CCN(C(=O)COC(=O)CSc1cc(C)c2ccccc2n1)c1ccccc1,7.0,8.1,8.3,-0.5,2.5,-9.1,14.7,21.4
C=CCc1ccccc1OCC(O)CN1CCN(c2ccc(C)cc2)CC1 (stereo not drawn),1.7,5.6,14.4,-2.6,1.9,0.9,-13.0,9.2
Cc1cccc(N2CCCn3c2nc2c3c(=O)[nH]c(=O)n2C)c1,47.3,14.1,0.4,8.7,-1.6,-0.5,34.9,15.0
CCn1c(CSCc2ccc(Cl)cc2)n[nH]c1=S,4.6,-11.3,31.0,-2.5,-0.2,1.0,-17.1,-1.2
Cc1cc(C)cc(-c2nnc(SCC(=O)NCc3cccs3)o2)c1,28.5,11.2,-3.3,-0.8,0.6,-7.6,0.0,7.2
CCN(CC(=O)NCc1ccc(F)cc1)CC(=O)Nc1cc(S(=O)(=O)N(C)C)ccc1C,-15.4,-4.7,17.5,-3.7,-0.2,-0.1,7.0,-7.8
O=c1[nH]c2ccc(NCc3ccc(OCc4ccccc4Cl)cc3)cc2[nH]1,19.4,-5.0,-3.3,-2.3,2.4,3.3,-80.3,-44.8
O=C(CSc1ncnc2ccccc12)Nc1ccc2c(c1)OCCO2,-39.7,1.9,4.3,-2.2,1.7,-2.2,-3.7,-5.7
C/C=C(\C)C(=O)Nc1cccc(C2=NOC3(C2)C[C@H](C(N)=O)N(C(=O)CC#N)C3)c1 (stereo partly drawn),-11.6,9.3,9.8,-1.4,-1.2,2.7,0.1,-2.4
NC(=O)C1CCN(C(=O)COCc2cc(-c3ccc4c(c3)OCO4)on2)CC1,8.8,13.0,17.8,-0.5,2.4,-4.9,-2.4,-23.5
COc1ccc(NC(=O)/C=C2\SC(=O)NC2=O)cc1,-26.4,10.4,3.5,3.3,1.2,-2.1,10.9,11.2
C=CCn1c(SCC(=O)OCC)nc2cc(C(=O)NCc3ccco3)ccc2c1=O,-20.7,-10.1,19.3,0.4,-0.5,1.4,-4.9,-22.0
CC(=O)Nc1nc(C)c(C(C)(C)C)s1,-7.7,-0.5,6.1,3.1,-0.2,-1.4,2.2,-3.0
COc1cc(/C=N\Nc2nncn2N)ccc1OC(C)=O,27.7,-27.0,2.1,-4.4,-0.1,5.1,6.3,6.6
Clc1cccc(Cl)c1Cn1cnc2c(NCc3ccco3)ncnc21,-17.8,3.0,16.5,0.1,-1.4,-3.0,35.9,4.2
CCOCCn1c(N2CCN(c3ccccc3)CC2)nc2c1c(=O)[nH]c(=O)n2C,-11.9,2.1,4.5,-0.5,0.1,-1.8,5.4,2.3
O=C1C2C3C=CC(C3)C2C(=O)N1c1ccc(Cc2ccncc2)cc1 (stereo not drawn),2.8,2.1,9.7,-3.3,-2.9,-0.5,5.2,-44.7
O=C(CCn1[nH]c(=O)c2ccccc2c1=O)OC1CCCCC1,11.3,16.6,14.4,2.0,0.6,-2.5,10.8,7.4

# Some of these compounds in order of count of non-hydrogen atoms, falling:
SMILES,Mdm2-MdmX inh,APJ antag,tim23-1 inh,XBP1 UPR activ,UPR CHOP act,APJ ag,Jurkat NFkB inh,697 NFkB inh
CCN(CC(=O)NCc1ccc(F)cc1)CC(=O)Nc1cc(S(=O)(=O)N(C)C)ccc1C,-15.4,-4.7,17.5,-3.7,-0.2,-0.1,7.0,-7.8
C/C=C(\C)C(=O)Nc1cccc(C2=NOC3(C2)C[C@H](C(N)=O)N(C(=O)CC#N)C3)c1 (stereo partly drawn),-11.6,9.3,9.8,-1.4,-1.2,2.7,0.1,-2.4
CCOCCn1c(N2CCN(c3ccccc3)CC2)nc2c1c(=O)[nH]c(=O)n2C,-11.9,2.1,4.5,-0.5,0.1,-1.8,5.4,2.3
NC(=O)C1CCN(C(=O)COCc2cc(-c3ccc4c(c3)OCO4)on2)CC1,8.8,13.0,17.8,-0.5,2.4,-4.9,-2.4,-23.5
O=c1[nH]c2ccc(NCc3ccc(OCc4ccccc4Cl)cc3)cc2[nH]1,19.4,-5.0,-3.3,-2.3,2.4,3.3,-80.3,-44.8
Clc1cccc(Cl)c1Cn1cnc2c(NCc3ccco3)ncnc21,-17.8,3.0,16.5,0.1,-1.4,-3.0,35.9,4.2
O=C(CCn1[nH]c(=O)c2ccccc2c1=O)OC1CCCCC1,11.3,16.6,14.4,2.0,0.6,-2.5,10.8,7.4
COc1cc(/C=N\Nc2nncn2N)ccc1OC(C)=O,27.7,-27.0,2.1,-4.4,-0.1,5.1,6.3,6.6
COc1ccc(NC(=O)/C=C2\SC(=O)NC2=O)cc1,-26.4,10.4,3.5,3.3,1.2,-2.1,10.9,11.2
CC(=O)Nc1nc(C)c(C(C)(C)C)s1,-7.7,-0.5,6.1,3.1,-0.2,-1.4,2.2,-3.0

# Next section.
SMILES,Mdm2-MdmX inh,APJ antag,tim23-1 inh,XBP1 UPR activ,UPR CHOP act,APJ ag,Jurkat NFkB inh,697 NFkB inh
O=C1CC(c2ccccc2)C(C(=O)Nc2ccccc2F)N1 (stereo not drawn),16.1,14.8,4.9,-0.6,-1.7,-2.2,1.1,7.8
CC1CCCN(C(=O)Cn2cnc3c2c(=O)n(C)c(=O)n3C)C1 (stereo not drawn),-28.6,-11.9,14.5,-2.7,-0.7,8.8,-3.0,-14.7
CC(C)CCN(C(=O)c1csnn1)C(C(=O)NC1CCCC1)c1ccccc1 (stereo not drawn),1.2,7.4,13.2,-5.9,0.3,-2.6,11.8,19.3
Cn1c(N)c(C(=O)COC(=O)CSc2cccc3cccc(Cl)c23)c(=O)n(C)c1=O,-22.3,-4.4,-5.8,-2.4,-0.8,5.5,-4.3,12.5
CCOC(=O)[C@H]1[C@H]2COc3ccc(C)cc3[C@@H]2N2C(=O)CN(Cc3ccco3)C(=O)[C@@]12C,6.4,1.2,7.7,-1.9,0.3,-2.2,-20.1,3.8
COc1cccc(C2C(C#N)=C(N)N(c3ncn[nH]3)C3=C2C(=O)CCC3)c1 (stereo not drawn),-13.7,-4.0,4.9,-1.7,-0.7,-0.6,0.1,-7.8
CC1CCCN(C(=O)CN2CCN(C(=O)c3ccco3)CC2)C1 (stereo not drawn),7.3,-3.4,2.1,-0.6,-0.5,-2.8,-16.6,-15.5
CC(=O)c1ccccc1OCC(O)CNC1CCCC1 (stereo not drawn),12.3,2.0,-9.9,-2.3,4.8,-4.6,-8.2,12.7
O=C(c1cc(COc2c(F)cccc2F)on1)N1CCN(C2CCCCC2)C(=O)C1,8.4,9.1,24.4,-5.6,-1.5,0.9,13.5,8.0
CC(=O)NCc1ccc(C(=O)O)cc1,10.0,-16.2,-4.4,-2.5,1.1,-3.6,-0.3,15.4
Nn1c(COc2ccccc2F)nnc1SCC(=O)NC1CCCCC1,8.4,15.0,-5.6,0.1,1.8,-0.4,-2.5,1.1
COc1cc(C2Nc3cccc4cccc(c34)N2)cc(OC)c1O,-0.9,-34.5,25.6,-2.3,-0.1,-0.4,10.5,21.5
COC(=O)c1ccc(OCCN2CCCCCC2)cc1,12.7,11.7,-4.6,0.3,-0.5,-0.9,-13.5,-3.3
O=C(CSc1ncnc2[nH]ncc12)Nc1cccc(Oc2ccccc2)c1,-1.7,11.0,15.0,-2.2,0.5,-3.6,11.3,13.2
CCN(CC)C(=O)[C@H]1C[C@H](CC(=O)NC/C=C(\C)CCC=C(C)C)C(=O)N2CCc3c([nH]c4cc(-c5ccco5)ccc34)[C@]12C,47.5,.,32.7,2.5,3.7,.,.,7.0
Cc1cccc(Cn2ccc(-c3ccc(Cl)cc3)c(C#N)c2=O)c1,29.5,-16.6,12.5,2.5,0.6,-2.8,13.8,-30.2
COc1cc([N+](=O)[O-])c2nccnc2c1,14.5,-8.7,9.9,-0.9,0.2,-2.2,-22.9,-5.6

# Assay outcomes from PubChem.
